High-throughput results: PubChem, several laboratories
UTI89 phage lysis: inhibition of K1F phage lysis, E. coli UTI89, bacterial capsule biogenesis inhibitors, alamar blue (AID 488966); inhibition, % at 100 µM, or IC50 in µM where a hit was titrated; E. coli UTI89 K1F phage lysis, alamar blue, 2 h; higher % means a stronger effect; 340,000 compounds, 0.02% hits;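 active means phage lysis inhibition, versus mean bacterial control, above a set limit; inconclusive means no clear call, values can overlap the other calls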;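 further: capsule biogenesis inhibitors block K1F phage lysis so surviving cells raise fluorescence; higher fluorescence means more inhibition of phage lysis; actives were called in the ten point dose series up to 300 µM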
NTR1 agonist: agonists of NTR1, primary screen, imaging, U2OS cells, beta-arrestin-GFP, high content (AID 493036). NTR1-U2OS beta-arrestin-GFP spot imaging, agonist mode. activation, % at 20 µM. 330,000 compounds, 0.17% hits;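 active means activation at or above 40% of the spot to cytoplasm intensity ratio, with at least 20 cells analyzed; inconclusive means wells under 20 cells, flagged as cytotoxic or low count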;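 further: 0% = DMSO without peptide and 100% = 100 nM NTR1 peptide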
Target sequence (P30989 whole entry, looked up): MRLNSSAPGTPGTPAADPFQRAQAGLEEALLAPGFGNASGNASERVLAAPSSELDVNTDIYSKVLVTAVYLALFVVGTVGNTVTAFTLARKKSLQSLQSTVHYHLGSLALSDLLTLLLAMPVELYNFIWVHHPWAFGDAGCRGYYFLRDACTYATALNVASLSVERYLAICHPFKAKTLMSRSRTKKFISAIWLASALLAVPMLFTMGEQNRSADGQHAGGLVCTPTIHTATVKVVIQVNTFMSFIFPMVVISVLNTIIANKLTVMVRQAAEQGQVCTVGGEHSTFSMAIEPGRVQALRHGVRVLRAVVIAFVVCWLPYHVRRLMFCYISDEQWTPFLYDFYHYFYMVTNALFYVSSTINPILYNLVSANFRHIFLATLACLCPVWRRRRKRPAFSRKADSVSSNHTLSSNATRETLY
Rac1 GTP hydrolysis: MgcRacGAP GTPase-activating activity inhibitors, confirmation, biochemical, ADP Hunter fluorescence; MgcRacGAP-stimulated Rac1 GTP hydrolysis, ADP Hunter fluorescence; higher % means a stronger effect; GST-tagged Rac1 F28L mutant substrate; inhibition, % at 30 µM; hits with a dose series show IC50 in µM; 340,000 compounds, 0.6% hits;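 active means first-screen hits whose inhibition reached a set limit at any dose in the follow-up dose series; inconclusive means inhibition above the set first-screen limit but never retested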;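 further: fluorescence reports GDP produced by GAP-driven GTP hydrolysis; strong numbers were not always called active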
NTR1 agonist cell count 20 µM: second read-out of NTR1 agonist, no call of its own (marks repeat the call); cell count; measured here: cell count, cytotoxicity flag
Numbers without * were called inactive; [ ] = remark or other dose. Only part of the results is shown, so the mix of outcomes need not match the whole.

The opening 2 compounds, to show the layout:
For O=C(NC1CCS(=O)(=O)C1)c1ccc2c(c1)OCO2 (stereo not given) the results were UTI89 phage lysis 1.4%[50 µM], NTR1 agonist 1.6, Rac1 GTP hydrolysis 13% and NTR1 agonist cell count 20 µM 54.
For COC(=O)CCCC(=O)OC the results were UTI89 phage lysis -0.3%, NTR1 agonist 0.0, Rac1 GTP hydrolysis -11% and NTR1 agonist cell count 20 µM 71.

All compounds of this part, previewed entries included:
For O=C(NC1CCS(=O)(=O)C1)c1ccc2c(c1)OCO2 (stereo not given) the results were UTI89 phage lysis 1.4%[50 µM], NTR1 agonist 1.6, Rac1 GTP hydrolysis 13% and NTR1 agonist cell count 20 µM 54.
For COC(=O)CCCC(=O)OC the results were UTI89 phage lysis -0.3%, NTR1 agonist 0.0, Rac1 GTP hydrolysis -11% and NTR1 agonist cell count 20 µM 71.
`Cc1ccc(NC(=O)CNC(=O)c2cccs2)c(O)c1` gave UTI89 phage lysis 1.8%[50 µM], NTR1 agonist -0.6, Rac1 GTP hydrolysis 7% and NTR1 agonist cell count 20 µM 69.
COc1ccc(CC(=O)OCC(=O)c2ccc(F)cc2)cc1 was read as UTI89 phage lysis -1.4%, NTR1 agonist -1.3, Rac1 GTP hydrolysis 2% and NTR1 agonist cell count 20 µM 39.
Cc1ccccc1-c1nc2c(s1)CCc1onc(-c3cccc([N+](=O)[O-])c3)c1-2 was read as UTI89 phage lysis 0.0%, NTR1 agonist 2.2, Rac1 GTP hydrolysis 4% and NTR1 agonist cell count 20 µM 76.
`O=C(c1ccc2ncsc2c1)N1CCCC(C(F)(F)F)C1` (stereo not given) gave UTI89 phage lysis 0.7%[50 µM], NTR1 agonist 0.5, Rac1 GTP hydrolysis 11% and NTR1 agonist cell count 20 µM 59.
Screening COc1ccc(S(N)(=O)=O)cc1C(=O)OCC(=O)N1CC(=O)Nc2ccccc21 returned UTI89 phage lysis 1.2%[50 µM], NTR1 agonist 0.2, Rac1 GTP hydrolysis 14% and NTR1 agonist cell count 20 µM 67.
For O=C1CN(C(=O)COC(=O)c2cccs2)c2ccccc2N1 the results were UTI89 phage lysis 0.5%[50 µM], NTR1 agonist -2.0, Rac1 GTP hydrolysis 3% and NTR1 agonist cell count 20 µM 56.
Screening CCOC(=O)c1c(NC(=O)CSc2nc3ccccc3[nH]2)sc2c1CC(C)(C)NC2(C)C returned UTI89 phage lysis 1.0%[50 µM], NTR1 agonist 3.8, Rac1 GTP hydrolysis 10% and NTR1 agonist cell count 20 µM 62.
O=S(=O)(c1ccc(SCCOc2cccc(Br)c2)nc1)N1CCCC1 was read as UTI89 phage lysis 0.5%[50 µM], NTR1 agonist 4.5, Rac1 GTP hydrolysis 4% and NTR1 agonist cell count 20 µM 61.
`CC1CN(S(=O)(=O)c2ccc(C(=O)N3c4ccccc4CC3C)cc2)CC(C)O1` (stereo not given) gave UTI89 phage lysis 0.2%[50 µM], NTR1 agonist 1.9, Rac1 GTP hydrolysis 3% and NTR1 agonist cell count 20 µM 55.
`CCc1ccc(CN(C)CC(=O)Nc2ccc(S(=O)(=O)N3CCOCC3)cc2)cc1` gave UTI89 phage lysis 0.7%[50 µM], NTR1 agonist 2.0, Rac1 GTP hydrolysis -1% and NTR1 agonist cell count 20 µM 63.
`CCCCOc1ccc(C(=O)N2CCN(c3ccc(N4CCOCC4)nn3)CC2)cc1` gave UTI89 phage lysis 0.2%[50 µM], NTR1 agonist 0.8, Rac1 GTP hydrolysis -9% and NTR1 agonist cell count 20 µM 51.
For Cc1ccc(S(=O)(=O)N(C)C)cc1NC(=O)COC(=O)CC1CCCC1 the results were UTI89 phage lysis 0.7%[50 µM], NTR1 agonist 2.2, Rac1 GTP hydrolysis 2% and NTR1 agonist cell count 20 µM 60.
For CC(=O)Nc1ccc(NC(=O)C(NS(=O)(=O)c2ccc3c(c2)OCCO3)C(C)C)cc1 (stereo not given) the results were UTI89 phage lysis 0.5%[50 µM], NTR1 agonist -0.1, Rac1 GTP hydrolysis 6% and NTR1 agonist cell count 20 µM 70.
Screening Cc1ccc(NS(=O)(=O)c2cccc(C(=O)N3CCCCCC3)c2)cc1 returned UTI89 phage lysis 0.6%[50 µM], NTR1 agonist 0.3, Rac1 GTP hydrolysis 5% and NTR1 agonist cell count 20 µM 63.
`CCOC(=O)C1=C(COC(=O)CCOc2ccccc2C)NC(=O)NC1C` (stereo not given) gave UTI89 phage lysis 0.2%[50 µM], NTR1 agonist -1.5, Rac1 GTP hydrolysis -3% and NTR1 agonist cell count 20 µM 54.
`COc1ccc(-c2nc(N)nc(N)n2)c(O)c1` gave UTI89 phage lysis 1.6%, NTR1 agonist -1.5, Rac1 GTP hydrolysis 4% and NTR1 agonist cell count 20 µM 76.
For CC(=O)Oc1cc(O)c2c(=O)c(OC(C)=O)c(-c3ccc(OC(C)=O)c(OC(C)=O)c3)oc2c1 the results were UTI89 phage lysis 1.9%, NTR1 agonist 14, Rac1 GTP hydrolysis inconclusive and NTR1 agonist cell count 20 µM 72.
For Cc1cc(C)cc(NC(=O)CSc2nc3nc(C)cc(C)n3n2)c1 the results were UTI89 phage lysis 0.9%[50 µM], NTR1 agonist -1.5, Rac1 GTP hydrolysis 7% and NTR1 agonist cell count 20 µM 85.
`COc1cccc(N2[C@@H](CC(C)=O)c3ccccc3S2(=O)=O)c1` gave UTI89 phage lysis 0.3%, NTR1 agonist -5.1, Rac1 GTP hydrolysis 9% and NTR1 agonist cell count 20 µM 104.
Screening COc1ccc(NC(=O)CCNC(=O)c2ccc([N+](=O)[O-])cc2)cc1S(=O)(=O)N1CCOCC1 returned UTI89 phage lysis 0.8%[50 µM], NTR1 agonist -0.9, Rac1 GTP hydrolysis 15% and NTR1 agonist cell count 20 µM 74.
O=C(CN1C(=O)NC2(CCCCCC2)C1=O)Nc1ccc(Br)cc1Br was read as UTI89 phage lysis 0.6%[50 µM], NTR1 agonist 6.7, Rac1 GTP hydrolysis 6% and NTR1 agonist cell count 20 µM 48.
CC(=O)N=C1C=CC(=CN(O)C(C)(C)Cc2ccccc2)C=C1 was read as UTI89 phage lysis 1.3%, NTR1 agonist -3.2, Rac1 GTP hydrolysis 9% and NTR1 agonist cell count 20 µM 87.
Cc1cc(C(=O)NCCN2CCOCC2)c2ccccc2n1 was read as UTI89 phage lysis -0.9%, NTR1 agonist -1.0, Rac1 GTP hydrolysis 3% and NTR1 agonist cell count 20 µM 61.
CC(=O)c1ccc(OC(C)C(=O)Nc2cccc(S(=O)(=O)NCc3ccco3)c2)cc1 (stereo not given) was read as UTI89 phage lysis 0.6%[50 µM], NTR1 agonist 1.2, Rac1 GTP hydrolysis 4% and NTR1 agonist cell count 20 µM 60.
`Cc1c(NC(=O)C(C)OC(=O)c2ccc(NC(=O)CC#N)cc2)c(=O)n(-c2ccccc2)n1C` (stereo not given) gave UTI89 phage lysis 1.3%[50 µM], NTR1 agonist 1.2, Rac1 GTP hydrolysis 5% and NTR1 agonist cell count 20 µM 66.
`COCCN(C(=O)CSc1nnc(-c2cccc(F)c2)n1N)c1c(N)n(Cc2ccccc2)c(=O)[nH]c1=O` gave UTI89 phage lysis 0.0%, NTR1 agonist 1.5, Rac1 GTP hydrolysis 7% and NTR1 agonist cell count 20 µM 52.
`O=C(CNC(=O)c1sc2ccccc2c1Cl)NCc1ccc(F)cc1` gave UTI89 phage lysis 1.1%[50 µM], NTR1 agonist 1.0, Rac1 GTP hydrolysis 3% and NTR1 agonist cell count 20 µM 56.
For COC(=O)C[C@H]1c2cc(F)cc(F)c2S(=O)(=O)N1C1CCN(Cc2ccccc2)CC1 the results were UTI89 phage lysis 0.8%, NTR1 agonist -2.6, Rac1 GTP hydrolysis 11% and NTR1 agonist cell count 20 µM 78.
`CC(Sc1ncccn1)C(=O)NNC(=O)c1cccc(Cl)c1` (stereo not given) gave UTI89 phage lysis 0.2%[50 µM], NTR1 agonist -1.6, Rac1 GTP hydrolysis 1% and NTR1 agonist cell count 20 µM 65.
For COc1cc(/C=C/c2onc(C)c2[N+](=O)[O-])cc(OC)c1OC the results were UTI89 phage lysis 0.6%, NTR1 agonist -0.6, Rac1 GTP hydrolysis 10% and NTR1 agonist cell count 20 µM 49.
`O=C(CNC(=O)c1cccs1)Nc1cccc(S(=O)(=O)N2CCOCC2)c1` gave UTI89 phage lysis 1.0%[50 µM], NTR1 agonist 0.0, Rac1 GTP hydrolysis 8% and NTR1 agonist cell count 20 µM 73.
`CC[C@@]1(C(=O)OC)N[C@H](CN(C)C(=O)COc2ccccc2)[C@@H]2C(=O)N(C)C(=O)[C@@H]21` gave UTI89 phage lysis 0.1%, NTR1 agonist 4.2, Rac1 GTP hydrolysis 7% and NTR1 agonist cell count 20 µM 69.
For O=C(/C=C/Nc1ccc(F)cc1)c1cccs1 the results were UTI89 phage lysis 0.7%, NTR1 agonist 0.4, Rac1 GTP hydrolysis 8% and NTR1 agonist cell count 20 µM 29.
Screening CC(=O)c1cccc(S(=O)(=O)Nc2c(C)nn(C)c2C)c1 returned UTI89 phage lysis 0.3%[50 µM], NTR1 agonist -3.1, Rac1 GTP hydrolysis 3% and NTR1 agonist cell count 20 µM 63.
For CCc1ccc(NC2=CC(=O)C(=O)c3ccccc32)cc1 the results were UTI89 phage lysis 1.6%[50 µM], NTR1 agonist 11, Rac1 GTP hydrolysis 5% and NTR1 agonist cell count 20 µM 62.
`CCOC(=O)c1c(C)[nH]c(C(=O)N(C)CC(=O)Nc2ccc(OC)cc2)c1C` gave UTI89 phage lysis 0.6%[50 µM], NTR1 agonist 4.0, Rac1 GTP hydrolysis 0% and NTR1 agonist cell count 20 µM 52.
`Cc1ccc(OCCNS(=O)(=O)c2ccc(Cl)cc2)cc1` gave UTI89 phage lysis 0.5%[50 µM], NTR1 agonist -0.4, Rac1 GTP hydrolysis 2% and NTR1 agonist cell count 20 µM 63.
Cc1cc(S(=O)(=O)N2CCN(CC(=O)NCCc3cccs3)CC2)ccc1Br was read as UTI89 phage lysis -0.5%[50 µM], NTR1 agonist 1.7, Rac1 GTP hydrolysis -1% and NTR1 agonist cell count 20 µM 66.
For CCOC(=O)C1CCCN(C(=S)NC(=O)c2cc(Br)ccc2Cl)C1 (stereo not given) the results were UTI89 phage lysis 0.9%[50 µM], NTR1 agonist -0.3, Rac1 GTP hydrolysis -1% and NTR1 agonist cell count 20 µM 70.
COc1cccc(C(=O)N(C)Cc2c(C)nn(C3CCS(=O)(=O)C3)c2C)c1 (stereo not given) was read as UTI89 phage lysis 0.3%[50 µM], NTR1 agonist -0.2, Rac1 GTP hydrolysis 3% and NTR1 agonist cell count 20 µM 45.
`O=C(COC(=O)c1ccc(F)c(S(=O)(=O)N2CCOCC2)c1)NCc1ccc2c(c1)OCO2` gave UTI89 phage lysis 0.1%[50 µM], NTR1 agonist -0.4, Rac1 GTP hydrolysis 7% and NTR1 agonist cell count 20 µM 55.
Screening CCCn1c(SCC(=O)N2CCCC2=O)nc2ccccc2c1=O returned UTI89 phage lysis 1.0%[50 µM], NTR1 agonist 0.0, Rac1 GTP hydrolysis 5% and NTR1 agonist cell count 20 µM 66.
Cc1sc2nc(CN3CCOCC3)nc(NS(=O)(=O)c3cc(Cl)ccc3Cl)c2c1C was read as UTI89 phage lysis 0.3%[50 µM], NTR1 agonist 3.8, Rac1 GTP hydrolysis 3% and NTR1 agonist cell count 20 µM 58.
Screening COC(=O)c1ccccc1S(=O)(=O)N1CCC(C(=O)Nc2ccc(N3CCOCC3)cc2)CC1 returned UTI89 phage lysis 0.4%[50 µM], NTR1 agonist 0.5, Rac1 GTP hydrolysis 4% and NTR1 agonist cell count 20 µM 62.
For CC1=C(N2CCOCC2)CCC1=O the results were UTI89 phage lysis 0.8%, NTR1 agonist -0.8, Rac1 GTP hydrolysis 7% and NTR1 agonist cell count 20 µM 92.
Screening COCCn1c(SCC(=O)NC(=O)NC2CCCC2)nc2ccccc2c1=O returned UTI89 phage lysis 0.7%[50 µM], NTR1 agonist 4.9, Rac1 GTP hydrolysis 2% and NTR1 agonist cell count 20 µM 66.
Screening COc1ccc(Cl)cc1C(=O)N1CCC2(CC1)CC(=O)c1ccccc1O2 returned UTI89 phage lysis 0.7%[50 µM], NTR1 agonist 1.7, Rac1 GTP hydrolysis 3% and NTR1 agonist cell count 20 µM 53.
`CCN(CC(=O)Nc1c(F)cccc1F)C(=O)CCCc1nc2ccccc2c(=O)[nH]1` gave UTI89 phage lysis -1.4%, NTR1 agonist -0.3, Rac1 GTP hydrolysis 6% and NTR1 agonist cell count 20 µM 78.
COc1ccc2oc(C(=O)N3CCN(C/C=C/c4ccccc4)CC3)c(C)c2c1 was read as UTI89 phage lysis 0.4%[50 µM], NTR1 agonist 1.0, Rac1 GTP hydrolysis -2% and NTR1 agonist cell count 20 µM 49.
Screening COC(=O)[C@H](Cc1ccccc1)NC(=O)Cn1ccc(NC(=O)OCc2ccccc2)nc1=O returned UTI89 phage lysis 0.3%, NTR1 agonist 4.4, Rac1 GTP hydrolysis 3% and NTR1 agonist cell count 20 µM 51.
